Source: PubChem BioAssay
USP1-UAF1 inh: inhibitors of human USP1/UAF1 deubiquitinase; O94782; recombinant USP1/UAF1, Ub-Rhodamine cleavage fluorescence; Potency, µM (series often up to 57.1 µM), inactives show at the highest dose activity change, negative = inhibition, hits mostly inhibitors; 0.23% of 390,000 active; AID 743255; note: potency is the fitted concentration of half-maximal effect; % is set by controls: 0 for no effect and ±100 for the full control effect; nearly all actives have a fitted effect of over 60% in size; inactives centre near -12
Target sequence (O94782 whole entry, looked up): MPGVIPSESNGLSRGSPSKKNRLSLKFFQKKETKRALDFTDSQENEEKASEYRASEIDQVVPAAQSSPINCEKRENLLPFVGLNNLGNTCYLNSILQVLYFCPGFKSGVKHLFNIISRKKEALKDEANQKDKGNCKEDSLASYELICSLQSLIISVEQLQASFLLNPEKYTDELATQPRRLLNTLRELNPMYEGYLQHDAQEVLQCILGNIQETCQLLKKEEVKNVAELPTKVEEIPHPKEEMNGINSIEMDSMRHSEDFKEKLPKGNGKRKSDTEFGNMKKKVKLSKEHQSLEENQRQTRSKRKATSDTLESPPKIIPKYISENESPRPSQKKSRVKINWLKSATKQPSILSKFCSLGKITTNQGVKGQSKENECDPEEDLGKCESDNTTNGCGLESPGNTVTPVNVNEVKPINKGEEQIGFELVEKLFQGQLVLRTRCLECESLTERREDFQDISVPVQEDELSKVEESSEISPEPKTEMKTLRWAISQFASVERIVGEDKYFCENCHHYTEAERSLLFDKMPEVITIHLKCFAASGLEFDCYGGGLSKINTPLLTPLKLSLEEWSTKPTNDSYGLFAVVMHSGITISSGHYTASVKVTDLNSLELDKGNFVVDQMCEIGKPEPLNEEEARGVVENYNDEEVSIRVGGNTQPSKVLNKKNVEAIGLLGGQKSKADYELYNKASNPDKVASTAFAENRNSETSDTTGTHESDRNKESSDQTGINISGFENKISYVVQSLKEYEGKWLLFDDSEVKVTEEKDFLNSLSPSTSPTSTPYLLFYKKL
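USP1/UAF1 complex at 1 nM was preincubated with compound for 15 min at room temperature, then Ub-Rho substrate (150nM final) was added. Fluorescence (480/540 nm) was read kinetically, 6 reads every 60 seconds.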
D2 antagonist: antagonizes the human D2 dopamine receptor. P14416. 2% of 340,000 active. HEK293 TREx D2 cells, calcium flux, dopamine EC80. inhibition, % at 10 µM. AID 485344; in the data active = inhibition above about 30%; note: 0% is about no effect
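Compounds are added to dye-loaded, induced HEK293 T-REx cells coupled to calcium release via D2; after a 3 min kinetic read an EC80 dopamine stimulus is given and fluorescence is recorded for 3 more min.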
rTrxR1 inhibitor: blocks rat thioredoxin reductase 1; recombinant rTrxR1, NADPH fluorescence consumption, selenite substrate; 1% of 390,000 active; Potency, µM (doses to about 114 µM), inactives show at the highest dose activity change, negative = inhibition, hits mostly inhibitors; AID 588453; O89049; note: potency is the fitted concentration of half-maximal effect; % is set by controls: 0 for no effect and ±100 for the full control effect; nearly all actives have a fitted effect of over 65% in size
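Rat TrxR1 (90 nM in the dispensed reagent) was pre-reduced with 400 uM NADPH for 5 min at room temperature, then incubated with compound for 15 min. After 400 uM selenite was added, NADPH fluorescence (Ex 340/Em 450 nm) was followed for 8 min.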
TRHR ag: activates the human TRH receptor; P34981; TRHR cells, calcium flux fluo-8, FDSS agonist mode; activation, % at 2 µM; 0.18% of 360,000 active; AID 493084; in the data active = activation above about 30%; note: 0% is about no effect
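Fluo-8-loaded TRHR cells; 10 s baseline, compound added, kinetic Ca2+ fluorescence read 1/s, agonist mode.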
mIDH1 inhibitor: human IDH1 R132H inhibition. O75874. IDH1-R132H enzyme, NADPH consumption, diaphorase/resazurin fluorescence. Potency, µM (titrated, usually from 76.6 µM), inactives show top-dose activity change, negative = inhibition, actives largely listed as inhibitors. 0.093% of 390,000 active; note: potency is the fitted concentration of half-maximal effect; % is set by controls: 0 for no effect and ±100 for the full control effect; nearly all actives have a fitted effect of over 65% in size
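IDH1-R132H (0.5 ug/mL) preincubated 30 min with compound, then NADPH (0.016 mM) and alpha-KG (2 mM) added; 80 min at RT, pH 7.5. Remaining NADPH coupled via diaphorase/resazurin to fluorescence (540/590 nm); concentration-response curves normalized to no-enzyme control.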
Pin1 inhibitor: human Pin1 inhibition. Potency, µM (series often up to 115 µM), inactives show top-dose activity, negative = inhibition, hits mostly inhibitors. Pin1 FP peptide displacement, HiFluor488, 10 min. Q13526. AID 504891. 0.009% of 390,000 active; active = well fitted inhibition curve with a large enough effect in the polarisation, with a control signal flat, not every such curve was filed as active; inconclusive = small, poorly fitted or top-dose-only effect, or effect the other way, or a change in a side signal; inactive = no such curve, though single readings can be large or run the other way; the % refers to the polarisation; note: potency is the fitted concentration of half-maximal effect; % is set by controls: 0 for no effect and ±100 for the full control effect
Target sequence (Q13526 whole entry, looked up): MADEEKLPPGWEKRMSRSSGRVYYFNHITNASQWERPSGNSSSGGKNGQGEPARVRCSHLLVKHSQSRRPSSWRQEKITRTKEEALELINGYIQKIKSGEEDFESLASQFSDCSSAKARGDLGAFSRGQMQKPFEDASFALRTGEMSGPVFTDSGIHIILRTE
TrxR1 substrate: rat thioredoxin reductase 1 substrate activity. O89049. purified TrxR1 substrate turnover, NADPH consumption readout. Potency, µM (top dose mostly 114 µM), inactives show at the top dose activity change, negative = substrate turnover. 0.01% of 390,000 active. AID 588456; note: potency is the fitted concentration of half-maximal effect; % is set by controls: 0 for no effect and ±100 for the full control effect; nearly all actives have a fitted effect of over 50% in size
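Rat TrxR1, dispensed at 90 nM, was prereduced with 400 uM NADPH (final) for 5 min at ~22 deg C, then incubated with compound 15 min before 400 uM selenite. A first-read NADPH fluorescence drop versus no-compound background flagged substrates.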
D2 agonist: D2 dopamine receptor (human) agonism; HEK293 T-REx D2 cells, calcium flux agonist mode; activation, % at 2 µM; 0.53% of 340,000 active; AID 485358;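 active = activation over 3 SD above normal in the single-dose calcium agonist read, cut at about 30% in these data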; note: 0% is about no effect
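Tetracycline-induced HEK293 Trex cells with D2 receptor force-coupled to calcium signaling, plated overnight at 30 C and loaded with no-wash calcium dye. Calcium flux read kinetically for 180 s after compound addition; responses flag agonists.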
TRHR enhancer: TRH receptor (human) allosteric enhancement | AID 493056 | enhancement, % at 2 µM | 0.66% of 360,000 active | TRHR cells, fluo-8 calcium fluorescence, EC20 TRH enhancement | P34981; in the data active = enhancement above about 30%; note: 0% is about no effect
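TRHR-expressing cells loaded with fluo-8 calcium dye were read kinetically (ex 480/em 530) during compound addition, then stimulated with an EC20 of TRH (10 nM final). Enhancement of the Gq-mediated intracellular calcium response was scored.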
* = called active by the depositor; ? = inconclusive; nt = no result given; [ ] = remark or other dose. Unless noted, calls come from the whole dose curve; as a rule, active = well fitted inhibition curve with a large enough effect; inconclusive = small, poorly fitted or top-dose-only effect; inactive = no such curve, though single readings can be large or run the other way. Not all compounds are listed; count on the stated rates, not on these rows.

SMILES | USP1-UAF1 inh | D2 antagonist | rTrxR1 inhibitor | TRHR ag | mIDH1 inhibitor | Pin1 inhibitor | TrxR1 substrate | D2 agonist | TRHR enhancer
Cc1ccc(-c2cc(-c3cccc(F)c3)n[nH]2)c(O)c1 | -15% | 14 | 12% | 0.8 | 6% | ? | 3%[57.1 µM] | 0.3 | 12
O=C1N(Cc2cccc(Cl)c2)C[C@@H]2C[C@@H](c3ccsc3)N3CCC[C@@]123 | -4% | -1 | 24%[57.1 µM] | 1.0 | 11% | 0% | -14%[57.1 µM] | -0.3 | 5
Cc1ccc(NC(=O)C2CCCN(c3ncccn3)C2)cc1F (stereo not given) | -24% | 8 | 30% | -0.3 | 19% | 1% | 14% | -0.6 | 1
CCn1c(=O)c2cc(C(=O)N(CC(C)C)CC(C)C)sc2c2ccccc21 | -29% | nt | ? | 0.4 | 4% | -2% | 5% | 0.3 | 10
COc1cccc(CNC(=O)CCc2c(C)c3cc4c(C)coc4cc3oc2=O)c1 | -13% | nt | 32% | -0.4 | 9% | 1% | 18% | -0.2 | -2
Cc1nc2ccc(NC(=O)c3cc(S(=O)(=O)N(C)c4ccccc4)ccc3Cl)cc2s1 | -11% | 15 | 10% | 1.6 | 3% | 76%[activator] | 7% | 0.7 | -6
OCC[C@@H]1C[C@@H](O)[C@H](O)[C@@]2(CCc3ccccc3O2)O1 | -18% | 9 | 8% | 0.2 | 14% | -2% | 6% | 0.4 | 18
CCC(=O)Nc1ccc(C(=O)CSc2nnc(-c3ccc(NS(=O)(=O)CC)cc3)o2)cc1OC | -14% | 8 | 13% | 0.6 | 0% | -2% | 6% | -0.4 | 1
CCOC(=O)C1CCN(C(=O)CN2C(=O)c3cccnc3Oc3ccccc32)CC1 | -8% | -3 | 31%[activator] | -2.2 | 6% | -8% | 10% | 0.6 | -3
S=C(NC1CCCCC1)N1CCN(C/C=C/c2ccccc2)CC1 | -10% | 3 | -14% | 0.6 | -5% | -3% | -17% | 0.0 | -3
CCCCNC(=S)Nc1ccc(C(F)(F)F)cc1 | -9% | 13 | 10%[57.1 µM] | 0.3 | 2% | -1% | 6%[57.1 µM] | 6.0 | -5
Cc1ccc(C(=O)c2ccccc2C(=O)OCC(=O)NC(C)(C)C)cc1 | -16% | -15 | 25%[57.1 µM] | -1.4 | 11% | -2% | 10%[57.1 µM] | -0.9 | -3
COc1ccc2ncc(OC(C)=O)cc2c1 | -8% | -5 | 2% | -0.3 | 0% | 2% | 8% | -0.4 | -3
CCOc1ccc(NC(=O)C(Cc2ccccc2)N2C(=O)c3cccc4cccc(c34)C2=O)cc1 (stereo not given) | -17% | 7 | 11%[57.1 µM] | -1.8 | 13% | ? | -2%[57.1 µM] | -2.2 | -1
O=C(COC(=O)c1c[nH]c2ccccc12)NC1CCCCC1 | -23% | -19 | ? | 0.1 | 2% | -4% | ? | 0.4 | 3
CCN1CCN(S(=O)(=O)c2ccc(Br)s2)CC1 | -5% | 1 | 5%[57.1 µM] | 0.2 | 0% | -7% | 4%[57.1 µM] | 0.4 | 2
COc1ccc(-c2cc(C(C)=O)c(C)n2CCC(=O)NCc2ccc(C)cc2)cc1 | -9% | nt | 15%[57.1 µM] | -0.3 | 1% | 0% | 0%[57.1 µM] | -0.5 | 2
COC(=O)c1cc(N=CC2=C(O)CC(C)(C)CC2=O)cc(C(=O)OC)c1 | -15% | -10 | -5% | -0.1 | -3% | 1% | -9% | -0.8 | 7
Cc1ccccc1C(=O)N/N=C1/SCC(=O)N1Cc1ccc2c(c1)OCO2 | 4% | -2 | -17% | -0.1 | 6% | 2% | -11% | 0.4 | -4
O=C(O)c1cccc(N2C(=O)c3cccnc3C2=O)c1 | -5% | -17 | -7% | -0.5 | 5% | 0% | -5% | -0.1 | 7
CCOC(=O)NNC(=O)NCCCCCCNC(=O)NNC(=O)OCC | -18% | 2 | 14% | -0.2 | 4% | 1% | 2% | 0.5 | 1
CCc1nnc(NC(=O)c2cccc(S(=O)(=O)N3CCc4ccccc43)c2)s1 | -4% | 2 | -6% | -0.1 | 6% | 2% | -10% | 0.8 | -4
Cc1ccccc1C(=O)N1CCC(C(N)=O)CC1 | -4% | 22 | 7% | -0.3 | 1% | -5% | 7% | 0.3 | -7
Cc1ccc2cc(C(c3nnnn3C3CCCC3)N(Cc3ccccc3)Cc3ccco3)c(=O)[nH]c2c1 (stereo not given) | -21% | 5 | 29% | -0.8 | -7% | 33%[activator] | 16% | 0.9 | 6
COc1cc(C2C(C(C)=O)=C(O)C(=O)N2CCN2CCOCC2)ccc1O (stereo not given) | -6% | 11 | 15%[57.1 µM] | 0.5 | -1% | -2% | 9%[57.1 µM] | 1.2 | 0
COc1cccc(NC(=O)C2CCN(S(=O)(=O)c3ccc4c(c3)OCCO4)CC2)c1 | -16% | -5 | 17% | -0.4 | 6% | 13% | 6% | -0.4 | -1
Cc1ccc(NCCC(=O)c2ccc(Br)cc2)cc1 | -21% | -14 | ? | 1.0 | 2% | -7% | 1% | 0.6 | -4
CCCC1=[N+](CC(=O)c2ccccc2)CCn2cccc21 | -13% | nt | -12% | 3.5 | 2% | ? | -4% | nt | 3
CC(=O)Cn1cnc2c(cnn2-c2ccccc2)c1=O | 3% | 5 | 9% | 0.1 | 2% | -1% | 9% | 0.7 | -3
Cc1ccc(S(=O)(=O)NCCC(=O)N2CCCCCC2)cc1 | -5% | -3 | 1% | -0.3 | 5% | -3% | 2%[57.1 µM] | -0.1 | 15
Cc1nn2c(=O)cc(COC(=O)c3ccco3)nc2s1 | -22% | nt | 14%[57.1 µM] | 0.8 | 0% | -9% | 4%[57.1 µM] | -0.8 | 5
O=C(COc1ccc(C(=O)c2ccc(F)cc2)cc1)NCc1ccc(F)cc1 | -22% | -1 | 10% | 0.8 | -1% | 2% | -4% | 1.2 | -1
CCCN(CC(=O)Nc1ccc(Cl)cc1Cl)Cc1cc(=O)n2ccsc2n1 | -21% | 2 | 24%[57.1 µM] | 0.0 | -1% | 5% | 4%[57.1 µM] | -0.4 | 1
O=C(OC1CCN(c2ncc(C(F)(F)F)cc2Cl)CC1)c1ccc(Cl)cc1 | -19% | nt | 10% | 0.0 | 0% | -2% | 4% | nt | 15
COc1ccc(NC(=S)NNC(=O)C(C)n2nc(C)c([N+](=O)[O-])c2C)cc1 (stereo not given) | -2% | -18 | -24% | 0.3 | 7% | -9% | -6% | 0.7 | 0
O=C(c1cccc(F)c1)N1CCN(C(=O)C2CC2)CC1 | -10% | -13 | -9% | -0.1 | 4% | 2% | -9% | 0.7 | 0
COc1ccc(OC)c(CNc2ncc(-c3cccc([N+](=O)[O-])c3)n2C)c1 | -21% | -1 | -6% | -0.6 | 13% | 5% | -1% | -0.5 | -10
COC(=O)CCC(=O)N1CCOCCOCCN(C(=O)CCC(=O)OC)CCOCCOCC1 | -19% | -7 | 11% | 0.2 | 10% | 3% | 5% | 0.6 | -1
Cc1ccccc1Nc1nnc(C)c(=O)[nH]1 | -21% | 4 | 4%[57.1 µM] | 0.1 | 0% | -3% | 5%[57.1 µM] | 1.7 | 3
Cc1cccc(-n2ncc3c2CCCC3NC(=O)Cn2cccn2)c1C (stereo not given) | -18% | 17 | -4% | -0.2 | 7% | -1% | -8% | 0.4 | -4
C/C(=N\NC(N)=O)c1ccc(-n2ccnc2)cc1 | -7% | 5 | 3% | -0.4 | 5% | -3% | -6% | 1.0 | -2
Cc1cc(C)c2oc(C(=O)N(Cc3ccccc3)C3CCS(=O)(=O)C3)cc(=O)c2c1 (stereo not given) | 13% | -1 | -3%[57.1 µM] | -0.6 | 4% | -9% | 5%[57.1 µM] | 1.3 | 7
OC[C@@H]1[C@@H](c2ccccc2)C(c2ccc(F)cc2)=NN1c1ccccc1 | -23% | nt | ? | nt | 3% | 5% | 126%[activator] | nt | nt

For convenience, part of the list above:
SMILES | USP1-UAF1 inh | D2 antagonist | rTrxR1 inhibitor | TRHR ag | mIDH1 inhibitor | Pin1 inhibitor | TrxR1 substrate | D2 agonist | TRHR enhancer
CCOC(=O)NNC(=O)NCCCCCCNC(=O)NNC(=O)OCC | -18% | 2 | 14% | -0.2 | 4% | 1% | 2% | 0.5 | 1
CCc1nnc(NC(=O)c2cccc(S(=O)(=O)N3CCc4ccccc43)c2)s1 | -4% | 2 | -6% | -0.1 | 6% | 2% | -10% | 0.8 | -4
Cc1ccccc1C(=O)N1CCC(C(N)=O)CC1 | -4% | 22 | 7% | -0.3 | 1% | -5% | 7% | 0.3 | -7
Cc1ccc2cc(C(c3nnnn3C3CCCC3)N(Cc3ccccc3)Cc3ccco3)c(=O)[nH]c2c1 (stereo not given) | -21% | 5 | 29% | -0.8 | -7% | 33%[activator] | 16% | 0.9 | 6
COc1cc(C2C(C(C)=O)=C(O)C(=O)N2CCN2CCOCC2)ccc1O (stereo not given) | -6% | 11 | 15%[57.1 µM] | 0.5 | -1% | -2% | 9%[57.1 µM] | 1.2 | 0
COc1cccc(NC(=O)C2CCN(S(=O)(=O)c3ccc4c(c3)OCCO4)CC2)c1 | -16% | -5 | 17% | -0.4 | 6% | 13% | 6% | -0.4 | -1
Cc1ccc(NCCC(=O)c2ccc(Br)cc2)cc1 | -21% | -14 | ? | 1.0 | 2% | -7% | 1% | 0.6 | -4
CCCC1=[N+](CC(=O)c2ccccc2)CCn2cccc21 | -13% | nt | -12% | 3.5 | 2% | ? | -4% | nt | 3
CC(=O)Cn1cnc2c(cnn2-c2ccccc2)c1=O | 3% | 5 | 9% | 0.1 | 2% | -1% | 9% | 0.7 | -3
